# FXN GAA850 act = activators of GAA850 frataxin (FXN) promoter; HEK293 lucGAA850 FXN promoter luciferase reporter, 24 h; percent of 10 µM SAHA response; activation, % at 6 µM; hit rate 0.56% among 360,000;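 active = activation above the average of all compounds screened plus 3 SD, cutoff fixed separately per campaign, cut at about 7.5% in these data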;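 also: 0% = DMSO wells and 100% = 10 µM SAHA wells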
# NPR1 activator = GC-A (human) enzyme activation; activation, % at 10 µM; hit rate 0.14% among 370,000; HEK293 GC-A cells, cGMP TR-FRET, EC30 ANP; 0% at EC30 ANP, 100% saturating ANP; P16066; in the data active = activation above about 40%
# ssDAF12 agonist = activators of S. stercoralis DAF-12 nuclear receptor; activation, % at 6.8 µM; HEK293 ssDAF-12/GRIP1 lit1-tk-luc reporter, luminescence; % of 3 µM dafachronic acid response; hit rate 1% among 370,000;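 active = activation above the mean over all tested compounds plus 3 SD, cut at about 0.9% in these data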;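 also: 0% = DMSO-only wells and 100% = 3 µM delta7-dafachronic acid wells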
# GC-B act = GC-B (human) receptor activation; HEK293-GC-B cells, CNP EC30, cGMP TR-FRET; 0% at EC30 CNP, 100% saturating CNP; activation, % at 10 µM; hit rate 0.11% among 370,000; AID 1920062;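 active = activation at 10 µM reaching about 35% in either raw or pattern-adjusted values, limit read from the data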
# hgDAF-12 ag = activates the H. glycines DAF-12 receptor ligand-binding domain. HEK293 GAL4-hgDAF12 UAS-luciferase reporter, agonist luminescence; normalized to butyrate control. activation, % at 6.8 µM. hit rate 1.8% among 370,000;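 active = activation above a cutoff set at the mean of all screened compounds plus 3 SD, cut at about 10% in these data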;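 also: 0% = DMSO wells and 100% = sodium butyrate wells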
# SMARCA2 activ = SMARCA2 function activation, primary screen; AID 652017; hit rate 1% among 370,000; activation, % at 9.1 µM; MG213 cells, MMTV-luciferase reporter, dexamethasone, overnight; in the data active = activation above about 7.8%;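 also: 0% = vehicle wells and 100% = reference activator wells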
# hcDAF12 agonist = activates DAF-12 receptor from parasite H. contortus; HEK293 hcDAF-12 lit1-tk-luc reporter, luminescence; 0% DMSO, 100% Δ7-dafachronic acid; activation, % at 6.8 µM; hit rate 1.4% among 370,000; AID 652067;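 active = activation above the mean of all tested compounds plus 3 SD, cut at about 5.5% in these data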;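 also: 100% = response to 3 µM Δ7-dafachronic acid high control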
# sPLA2-III inh = Blocks human group III sPLA2 activity; Q9NZ20; hit rate 0.56% among 370,000; QFRET BODIPY PC-A2 liposome hydrolysis, fluorescence; inhibition, % at 12.2 µM; AID 743126;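 active = inhibition above mean plus 3 SD of compounds lying within the high and low control bounds, cut at about 19% in these data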;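 also: 0% = median of test compound wells and 100% = no enzyme DMSO wells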
# Target sequence (Q9NZ20 whole entry, looked up): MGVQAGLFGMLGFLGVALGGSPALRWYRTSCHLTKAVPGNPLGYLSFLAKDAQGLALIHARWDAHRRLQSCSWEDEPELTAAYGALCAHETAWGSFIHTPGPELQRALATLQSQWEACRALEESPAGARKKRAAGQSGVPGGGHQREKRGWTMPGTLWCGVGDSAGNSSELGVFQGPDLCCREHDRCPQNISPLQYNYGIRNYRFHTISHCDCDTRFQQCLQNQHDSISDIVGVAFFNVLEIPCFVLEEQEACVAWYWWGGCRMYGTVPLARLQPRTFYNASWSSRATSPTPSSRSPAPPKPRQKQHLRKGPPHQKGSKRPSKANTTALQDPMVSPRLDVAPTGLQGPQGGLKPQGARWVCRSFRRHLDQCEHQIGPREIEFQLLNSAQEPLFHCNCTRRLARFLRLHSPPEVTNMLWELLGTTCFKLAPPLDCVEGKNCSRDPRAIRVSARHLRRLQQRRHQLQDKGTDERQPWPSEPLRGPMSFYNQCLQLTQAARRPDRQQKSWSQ
# DAX1 inh-1 = NR0B1 (DAX1) inhibition; HEK293 Gal4-DAX1 luciferase reporter, luminescence; inhibition, % at 6.75 µM; hit rate 0.99% among 340,000; AID 504766;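 active = inhibition above the mean over all tested compounds plus 3 SD, cut at about 4.2% in these data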;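 also: 0% = DAX1-transfected cells with DMSO and 100% = empty-vector control cells with DMSO; inhibition shows as a rise in luminescence from relieved DAX1 repression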
# Target sequence (P51843 207-470 limits assumed): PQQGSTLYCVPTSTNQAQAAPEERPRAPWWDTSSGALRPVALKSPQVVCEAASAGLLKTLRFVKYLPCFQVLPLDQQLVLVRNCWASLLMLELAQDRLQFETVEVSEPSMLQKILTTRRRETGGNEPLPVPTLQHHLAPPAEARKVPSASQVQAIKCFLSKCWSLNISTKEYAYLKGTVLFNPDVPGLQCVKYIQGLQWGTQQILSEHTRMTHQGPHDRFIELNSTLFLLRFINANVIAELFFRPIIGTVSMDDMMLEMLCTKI
# ADAM10 inh = ADAM10 inhibition, QFRET primary screen. O14672. recombinant ADAM10, EDANS/DABCYL FRET peptide cleavage, 3 h. inhibition, % at 7 µM. hit rate 0.62% among 370,000. AID 720582;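 active = inhibition above a per-campaign cutoff equal to the mean of compounds falling between control-based bounds plus 3 SD, cut at about 20% in these data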;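 also: 0% = DMSO wells while the 100% control is not disclosed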
# DAX1 inh-2 = blocks DAX1 repression of SF-1 activated StAR promoter | hit rate 1.1% among 370,000 | inhibition, % at 6.8 µM | AID 652010 | HEK293T StAR-luciferase reporter, SF-1/DAX-1 repression relief;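 active = inhibition above the mean over all tested compounds plus 3 SD, cut at about 3.6% in these data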;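 also: 0% = DAX-1 cells with DMSO and 100% = cells lacking DAX-1 with DMSO; higher inhibition means more luminescence from relief of DAX-1 repression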
# The depositor's hits bear a star; · = not tested or not shown.
cpd	Structure	SMARCA2 activ	hcDAF12 agonist	ADAM10 inh	hgDAF-12 ag	DAX1 inh-1	GC-B act
1	CCOc1ccc(-n2c(SCC(=O)Nc3ccc(S(=O)(=O)Nc4cc(C)nc(C)n4)cc3)nnc2-c2cccc(C)c2)cc1	2	-3.4	5	-2.8	·	2
2	CCOc1ccc(C(=O)NNC(=O)C2CC(=O)N(c3ccc(C)cc3)C2)cc1 (stereo unspecified)	-1	-0.1	-3	3.2	-0.7	1
3	Cc1ccccc1C(=O)Nc1cc(S(=O)(=O)N2CCCCC2)ccc1N1CCN(C)CC1	-2	1.3	10	-2.4	5.0*	-1
4	Cc1c(CC(=O)NCCCC(=O)O)c(=O)oc2c(C)c3oc4c(c3cc12)CCCC4	-1	-1.8	-70	-0.1	4.9*	0
5	COC(=O)c1ccc2c(=O)n(CCCCCC(=O)NC3CCCCC3)c(=O)[nH]c2c1	-1	5.8*	-30	2.1	·	-4
6	CCNC(=O)CN1C(=O)NC2(CCOc3ccccc32)C1=O (stereo unspecified)	-1	-1.4	1	1.1	0.1	-3
7	Cn1c(C2CCCN2C(=O)OC(C)(C)C)n[nH]c1=S (stereo unspecified)	0	-0.5	1	1.0	-1.1	2
8	COc1ccc(N(CCC(=O)NCCc2ccccc2)S(=O)(=O)c2ccc(C)cc2C)cc1	4	1.2	2	4.3	0.9	-4
9	CCN(C(=O)COC(=O)c1cc(S(=O)(=O)N2CCOCC2)ccc1F)C1CCS(=O)(=O)C1 (stereo unspecified)	-2	0.7	-7	2.4	-0.4	-10
10	COc1ccc(C(=O)N2C=Cc3ccccc3C2C#N)cc1 (stereo unspecified)	0	0.3	-2	0.6	0.8	-3

cpd	DAX1 inh-2	sPLA2-III inh	FXN GAA850 act	ssDAF12 agonist	NPR1 activator
1	-1.0	-48	·	-1.1	-1
2	-1.1	-11	1.0	-1.2	2
3	-0.1	-13	0.1	-0.3	0
4	0.3	-11	1.1	-0.6	4
5	2.3	1	·	-1.0	-1
6	-0.2	0	-0.2	-1.3	4
7	-0.2	5	0.9	-1.2	2
8	1.6	-13	0.7	0.1	-8
9	1.7	4	4.2	-0.5	4
10	0.3	0	0.6	0.0	-2

# Next section:
cpd	Structure	SMARCA2 activ	hcDAF12 agonist	ADAM10 inh	hgDAF-12 ag	DAX1 inh-1	GC-B act
11	O=C(Cn1cc(COc2ccc(Cl)c(Cl)c2)nn1)NS(=O)(=O)c1ccccc1OC(F)(F)F	-1	-1.0	-10	-2.0	·	3
12	Cc1cccc(C(=O)NCCCNC(=O)c2ccccn2)c1	-3	-1.2	-5	0.3	-1.1	1
13	O=C(Nc1cccnc1)c1ccccc1-c1nc(-c2ccccc2F)no1	-3	-1.5	7	0.4	-0.5	6
14	CSCCNC(=O)C1(C)CCN1C(=O)c1sccc1C (stereo unspecified)	-1	-0.5	-6	0.4	·	-1
15	COc1ccc(CNCCCC(=O)Nc2c(Cl)ccc(C)c2Cl)cc1OC	-3	-3.0	-11	2.8	2.0	-1
16	CCCc1ccc(-c2ccc(-c3noc(-c4ccncc4)n3)cc2)nc1	0	-2.4	4	-0.4	-0.8	7
17	O=C(NCc1ccc2c(c1)OCO2)c1cnc2n(c1=O)CCS2	-4	-2.0	-16	-2.4	-0.1	-3
18	Cc1ccc(NC(=O)N2CCC(C(=O)Nc3ccc(C)cc3C)CC2)cc1	-2	2.9	8	-0.1	0.0	2
19	CN(C)CCCN(C(=O)c1ccc(S(=O)(=O)N2CCOCC2)cc1)c1nc2ccc(F)cc2s1	0	1.7	-1	1.8	0.8	2
20	CCOc1ccc(NC(=O)c2cccc3c2C(=O)N(CCOC)C3)cc1	-1	-2.4	0	-0.8	-0.6	-4

cpd	DAX1 inh-2	sPLA2-III inh	FXN GAA850 act	ssDAF12 agonist	NPR1 activator
11	0.2	-43	1.5	-1.1	0
12	0.3	-1	1.3	-1.0	0
13	-0.3	-11	-0.7	-1.9	-1
14	-0.5	5	2.1	-1.2	3
15	-0.2	0	0.1	-1.2	-3
16	-0.1	3	-0.5	-1.3	8
17	0.7	10	1.0	-1.1	2
18	1.1	8	0.5	-0.5	0
19	3.1	-7	3.2	-1.1	-3
20	-0.3	2	5.0	-1.0	7

# Complete entries, quoted from the list:
# Record of COc1ccc(CNCCCC(=O)Nc2c(Cl)ccc(C)c2Cl)cc1OC = SMARCA2 activ: -3; hcDAF12 agonist: -3.0; ADAM10 inh: -11; hgDAF-12 ag: 2.8; DAX1 inh-1: 2.0; GC-B act: -1; DAX1 inh-2: -0.2; sPLA2-III inh: 0; FXN GAA850 act: 0.1; ssDAF12 agonist: -1.2; NPR1 activator: -3
# Record of O=C(Nc1cccnc1)c1ccccc1-c1nc(-c2ccccc2F)no1 = SMARCA2 activ: -3; hcDAF12 agonist: -1.5; ADAM10 inh: 7; hgDAF-12 ag: 0.4; DAX1 inh-1: -0.5; GC-B act: 6; DAX1 inh-2: -0.3; sPLA2-III inh: -11; FXN GAA850 act: -0.7; ssDAF12 agonist: -1.9; NPR1 activator: -1

# Other records
cpd	Structure	SMARCA2 activ	hcDAF12 agonist	ADAM10 inh	hgDAF-12 ag	DAX1 inh-1	GC-B act
21	CCOCCCNCc1ccc(Cl)cc1	0	-2.7	-3	-0.1	0.7	-10
22	O=C(/C=C/c1ccco1)N(Cc1cccc(Cl)c1)C1CCS(=O)(=O)C1 (stereo unspecified)	3	-1.2	3	2.5	-2.0	4
23	O=C(O)c1cnn2c(-c3ccc(F)cc3)ccnc12	7	2.1	-8	-2.9	0.6	1
24	Cc1cc(NC(=O)CSc2nc(-c3cccnc3)ccc2C#N)no1	-2	-2.4	-42	-3.0	-0.9	6
25	Cc1cccc(C(C(=O)NC2CCCCC2)N(C(=O)c2csnn2)C2CC2)c1 (stereo unspecified)	-2	-0.6	9	0.7	0.0	5
26	CC(C)NC(=O)CCN1C(=O)c2ccccc2Sc2ncccc21	1	1.4	-1	0.7	2.1	11
27	CC(=O)c1cc(C(=O)N2CCc3c([nH]c4ccccc34)C2CC(C)C)[nH]n1 (stereo unspecified)	-1	2.9	-11	1.1	-0.1	6
28	COC(=O)Cn1ncc(N2CC(C)OC(C)C2)c(Cl)c1=O (stereo unspecified)	-2	0.7	5	-1.2	2.8	-1
29	CC(C)CN(C(=O)COC(=O)CNC(=O)c1ccc(Cl)cc1)C1CCS(=O)(=O)C1 (stereo unspecified)	0	-1.0	-6	0.7	-0.2	3
30	CCCc1cc(=O)n2[nH]c(C)c(-c3ccc(OC)cc3)c2n1	-2	-0.3	-9	-0.6	0.3	10

cpd	DAX1 inh-2	sPLA2-III inh	FXN GAA850 act	ssDAF12 agonist	NPR1 activator
21	0.0	7	3.7	-0.4	-1
22	-0.5	-9	-0.1	-1.6	-2
23	0.4	6	1.3	-1.2	3
24	-0.2	-1	4.0	-1.2	14
25	0.2	3	2.3	-0.8	-17
26	-0.1	1	-0.7	-1.3	1
27	0.6	-20	1.5	0.1	-2
28	-0.2	5	2.4	-1.1	-1
29	0.3	-3	-0.5	-1.4	4
30	-0.2	4	2.6	-1.1	-1

# A second format for part of the listing above:
nr	SMILES	SMARCA2 activ	hcDAF12 agonist	ADAM10 inh	hgDAF-12 ag	DAX1 inh-1	GC-B act	DAX1 inh-2	sPLA2-III inh	FXN GAA850 act	ssDAF12 agonist	NPR1 activator
20	CCOc1ccc(NC(=O)c2cccc3c2C(=O)N(CCOC)C3)cc1	-1	-2.4	0	-0.8	-0.6	-4	-0.3	2	5.0	-1.0	7
21	CCOCCCNCc1ccc(Cl)cc1	0	-2.7	-3	-0.1	0.7	-10	0.0	7	3.7	-0.4	-1
22	O=C(/C=C/c1ccco1)N(Cc1cccc(Cl)c1)C1CCS(=O)(=O)C1 (stereo unspecified)	3	-1.2	3	2.5	-2.0	4	-0.5	-9	-0.1	-1.6	-2
23	O=C(O)c1cnn2c(-c3ccc(F)cc3)ccnc12	7	2.1	-8	-2.9	0.6	1	0.4	6	1.3	-1.2	3
24	Cc1cc(NC(=O)CSc2nc(-c3cccnc3)ccc2C#N)no1	-2	-2.4	-42	-3.0	-0.9	6	-0.2	-1	4.0	-1.2	14
25	Cc1cccc(C(C(=O)NC2CCCCC2)N(C(=O)c2csnn2)C2CC2)c1 (stereo unspecified)	-2	-0.6	9	0.7	0.0	5	0.2	3	2.3	-0.8	-17
26	CC(C)NC(=O)CCN1C(=O)c2ccccc2Sc2ncccc21	1	1.4	-1	0.7	2.1	11	-0.1	1	-0.7	-1.3	1
27	CC(=O)c1cc(C(=O)N2CCc3c([nH]c4ccccc34)C2CC(C)C)[nH]n1 (stereo unspecified)	-1	2.9	-11	1.1	-0.1	6	0.6	-20	1.5	0.1	-2
28	COC(=O)Cn1ncc(N2CC(C)OC(C)C2)c(Cl)c1=O (stereo unspecified)	-2	0.7	5	-1.2	2.8	-1	-0.2	5	2.4	-1.1	-1
29	CC(C)CN(C(=O)COC(=O)CNC(=O)c1ccc(Cl)cc1)C1CCS(=O)(=O)C1 (stereo unspecified)	0	-1.0	-6	0.7	-0.2	3	0.3	-3	-0.5	-1.4	4
30	CCCc1cc(=O)n2[nH]c(C)c(-c3ccc(OC)cc3)c2n1	-2	-0.3	-9	-0.6	0.3	10	-0.2	4	2.6	-1.1	-1

# The list continues:
cpd	Structure	SMARCA2 activ	hcDAF12 agonist	ADAM10 inh	hgDAF-12 ag	DAX1 inh-1	GC-B act
31	Cc1cccc(/C(N)=N/OC(=O)CCCN2C(=O)c3ccccc3C2=O)c1	-2	3.5	4	-0.1	-0.3	-4
32	NC(=O)COC(=O)c1cc(=O)[nH]c2ccccc12	-2	0.4	-77	-1.0	2.4	4
33	CC(Sc1nc2ccccc2[nH]1)C(=O)NC1CCCCC1C (stereo unspecified)	-2	0.2	-1	-3.9	-0.9	-2
34	CCOC(=O)C1CCN(c2cc(=O)n(-c3ccccc3Cl)c(=O)[nH]2)CC1	1	-0.4	1	-1.5	4.2*	2
35	O=[N+]([O-])/C(C=Nc1ccccc1O)=C\Nc1ccccc1O	-1	2.4	2	-3.5	0.3	-4
36	O=C(Cc1cccs1)NCCc1cn2ccccc2n1	-2	-1.2	-34	-0.5	1.4	6
37	O=C(O)c1ccc(CSc2nnnn2C2CCCCC2)cc1	-1	0.2	-15	1.0	1.1	1
38	Cc1cc(C)nc(SCC(=O)NC2=NC(=O)C(C)S2)n1 (stereo unspecified)	-2	0.3	-2	0.6	·	3
39	Cc1ccc(/C=C/C(=O)Nc2cc(=O)n(C)c(=O)n2C)o1	4	1.0	1	-0.3	-0.4	1
40	Clc1ccc(-c2ccc(/C=N/Nc3cc(N4CCOCC4)nc(N4CCOCC4)n3)o2)cc1	0	-2.7	-34	-0.1	-0.8	-9

cpd	DAX1 inh-2	sPLA2-III inh	FXN GAA850 act	ssDAF12 agonist	NPR1 activator
31	0.0	-4	-1.0	-1.2	-5
32	0.4	1	2.0	0.6	3
33	-2.5	-3	1.6	-1.5	-4
34	0.0	1	-0.2	-1.6	3
35	-1.2	4	6.2	0.0	2
36	0.4	15	0.9	-1.0	-1
37	0.2	-1	-0.9	-1.1	4
38	0.0	14	·	-0.5	8
39	-0.1	3	0.2	-1.2	-1
40	0.0	1	0.7	-1.4	2

# Bioassay records as filed in PubChem.

# Hits appear at their usual frequency (roughly 6.6% active in at least one column).
